High-throughput results from PubChem.
TRHR ag: agonists of human TRH receptor. TRHR cells, calcium flux fluo-8, FDSS agonist mode. activation, % at 2 µM. 0.18% of 360,000 active. AID 493084; in the data active means activation above about 30%; further: 0% is about no effect
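Steps: seed TRHR cells overnight; add fluo-8 no-wash Ca dye, RT 30 min–1.5 h; record 10 s baseline; pin-transfer compounds; monitor fluorescence 1 cycle/s for the agonist window. Calcium increases flag candidate agonists.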
IDH1 R132H inh: blocks human mutant IDH1 R132H enzyme; 0.093% of 390,000 active; Potency, µM (top dose mostly 76.6 µM), inactives show top-dose activity change, negative = inhibition, actives largely listed as inhibitors; O75874; IDH1-R132H enzyme, NADPH consumption, diaphorase/resazurin fluorescence; further: potency means the concentration at half of the fitted maximal effect; on the % scale 0 is the no-effect control and ±100 the full control effect; nearly all actives have a fitted effect of over 65% in size
Target sequence (O75874 whole entry R132H, stated change not applied): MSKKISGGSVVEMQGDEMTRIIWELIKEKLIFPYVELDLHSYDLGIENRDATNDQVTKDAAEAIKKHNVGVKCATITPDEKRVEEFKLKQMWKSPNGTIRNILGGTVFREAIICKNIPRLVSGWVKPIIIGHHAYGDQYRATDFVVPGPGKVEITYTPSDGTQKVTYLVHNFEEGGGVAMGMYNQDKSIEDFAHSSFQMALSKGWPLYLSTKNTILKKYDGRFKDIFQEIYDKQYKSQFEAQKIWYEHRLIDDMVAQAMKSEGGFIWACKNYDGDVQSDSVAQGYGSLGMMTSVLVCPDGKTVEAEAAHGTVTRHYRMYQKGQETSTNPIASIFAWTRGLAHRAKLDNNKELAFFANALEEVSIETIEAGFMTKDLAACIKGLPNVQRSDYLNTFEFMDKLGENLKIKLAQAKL
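IDH1-R132H (0.5 ug/mL dispensed) in pH 7.5 Tris buffer was preincubated 30 min with compound, then given a substrate mix of 0.016 mM NADPH and 2 mM alpha-KG for 80 min at room temperature; remaining NADPH was read by diaphorase/resazurin fluorescence.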
TrxR1 substrate: substrates of rat thioredoxin reductase 1. purified TrxR1 substrate turnover, NADPH consumption readout. Potency, µM (doses to about 114 µM), for inactives: top-dose activity change, negative = substrate turnover. 0.01% of 390,000 active; further: potency means the concentration at half of the fitted maximal effect; on the % scale 0 is the no-effect control and ±100 the full control effect; nearly all actives have a fitted effect of over 50% in size
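Rat TrxR1, dispensed at 90 nM, was prereduced with 400 uM NADPH (final) for 5 min at ~22 deg C, then incubated with compound 15 min before 400 uM selenite. A first-read NADPH fluorescence drop versus no-compound background flagged substrates.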
TrxR1 inh: blocks rat thioredoxin reductase 1 | AID 588453 | 1% of 390,000 active | recombinant rTrxR1, NADPH fluorescence consumption, selenite substrate | O89049 | Potency, µM (doses to about 114 µM), for inactives: top-dose activity change, negative = inhibition, usual class: inhibitors; further: potency means the concentration at half of the fitted maximal effect; on the % scale 0 is the no-effect control and ±100 the full control effect; nearly all actives have a fitted effect of over 65% in size
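Rat TrxR1 (90 nM in the dispensed reagent) was pre-reduced with 400 uM NADPH for 5 min at room temperature, then incubated with compound for 15 min. After 400 uM selenite was added, NADPH fluorescence (Ex 340/Em 450 nm) was followed for 8 min.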
Pin1 inhibitor: blocks the human prolyl isomerase Pin1; Pin1 FP peptide displacement, HiFluor488, 10 min; AID 504891; Q13526; 0.009% of 390,000 active; Potency, µM (doses to about 115 µM), inactives show at the highest dose activity, negative = inhibition, hits mostly inhibitors; active means well fitted inhibition curve with a large enough effect in the polarisation, with a control signal flat, not every such curve was filed as active; inconclusive means small, poorly fitted or top-dose-only effect, or effect the other way, or a change in a side signal; inactive means no such curve, though single readings can be large or run the other way; the % refers to the polarisation; further: potency means the concentration at half of the fitted maximal effect; on the % scale 0 is the no-effect control and ±100 the full control effect
Target sequence (Q13526 whole entry, looked up): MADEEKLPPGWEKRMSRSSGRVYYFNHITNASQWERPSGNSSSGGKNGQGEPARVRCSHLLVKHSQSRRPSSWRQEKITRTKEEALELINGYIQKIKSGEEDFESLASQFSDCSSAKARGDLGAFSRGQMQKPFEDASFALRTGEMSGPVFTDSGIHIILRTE
D2 antag: antagonists of human D2 dopamine receptor. inhibition, % at 10 µM. AID 485344. HEK293 TREx D2 cells, calcium flux, dopamine EC80. P14416. 2% of 340,000 active; in the data active means inhibition above about 30%; further: 0% is about no effect
Target sequence (P14416 whole entry, looked up): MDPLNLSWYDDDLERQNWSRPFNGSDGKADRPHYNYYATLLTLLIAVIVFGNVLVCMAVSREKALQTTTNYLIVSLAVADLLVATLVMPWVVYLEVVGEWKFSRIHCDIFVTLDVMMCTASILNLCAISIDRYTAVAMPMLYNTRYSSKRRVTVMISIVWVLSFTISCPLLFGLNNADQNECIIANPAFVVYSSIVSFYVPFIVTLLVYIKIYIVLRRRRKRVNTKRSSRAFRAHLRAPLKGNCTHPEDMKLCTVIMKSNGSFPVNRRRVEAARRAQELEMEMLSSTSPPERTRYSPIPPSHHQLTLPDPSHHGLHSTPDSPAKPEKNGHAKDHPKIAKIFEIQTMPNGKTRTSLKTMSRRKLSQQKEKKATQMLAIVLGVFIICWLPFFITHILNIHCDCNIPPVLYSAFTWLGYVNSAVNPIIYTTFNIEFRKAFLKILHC
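Inhibition of EC80 dopamine-driven calcium flux, recorded kinetically, defines activity here; cells are a tetracycline-induced HEK293 T-REx line expressing force-coupled D2.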
USP1 inh: USP1/UAF1 (human) deubiquitinase inhibition | AID 743255 | Potency, µM (doses to about 57.1 µM), without a hit: at the highest dose activity change, negative = inhibition, most hits filed as inhibitors | 0.23% of 390,000 active | recombinant USP1/UAF1, Ub-Rhodamine cleavage fluorescence | O94782; further: potency means the concentration at half of the fitted maximal effect; on the % scale 0 is the no-effect control and ±100 the full control effect; nearly all actives have a fitted effect of over 60% in size; inactives centre near -12
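In this screen, compounds sit with the deubiquitinase complex (1nM) for 15 min at room temperature before Ub-Rho is added at 150nM final. Fluorescence rise is then followed for 6 reads every 60 seconds.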
TRHR PAM: allosteric enhancers of human TRH receptor; P34981; TRHR cells, fluo-8 calcium fluorescence, EC20 TRH enhancement; enhancement, % at 2 µM; 0.66% of 360,000 active; in the data active means enhancement above about 30%; further: 0% is about no effect
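TRHR-expressing cells loaded with fluo-8 calcium dye were read kinetically (ex 480/em 530) during compound addition, then stimulated with an EC20 of TRH (10 nM final). Enhancement of the Gq-mediated intracellular calcium response was scored.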
D2 agonist: activates the human D2 dopamine receptor. P14416. HEK293 T-REx D2 cells, calcium flux agonist mode. activation, % at 2 µM. 0.53% of 340,000 active;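 active means activation over 3 SD above normal in the single-dose calcium agonist read, cut at about 30% in these data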; further: 0% is about no effect
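Calcium-flux readout, 1 cycle/sec over 180 s following compound pin transfer, in inducible HEK293 Trex D2 cells (force-coupled); dopamine controls included. Positive calcium responses during this window marked compounds as potential agonists.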
* = called active by the depositor; ? = inconclusive; nt = not tested or not shown; & = joins results of further samples; [ ] = remark or other dose. Unless noted, the call rests on the fitted dose curve; in most records, active means well fitted inhibition curve with a large enough effect; inconclusive means small, poorly fitted or top-dose-only effect; inactive means no such curve, though single readings can be large or run the other way. Only part of the results is shown; the hit share may differ from the screen's.

compound,Pin1 inhibitor,IDH1 R132H inh,D2 antag,USP1 inh,TRHR ag,TrxR1 inh,TrxR1 substrate,TRHR PAM,D2 agonist
O=C(NC1CCCCC1)N1Cc2ccccc2-n2nncc2C1,-3%,0%[38.3 µM],nt,0%,nt,0%,-5%,nt,nt
NP(=O)(OCCCc1ccccc1)c1ccccc1 (stereo not given),-8%,-6%,6,-11%,0.4,13%[57.1 µM],4%[57.1 µM],7,0.6
COC(=O)C1=C(c2cccc(OC)c2OC)C[C@@H]2CC[C@H]1N2C(=O)NC1CC1,-7%,-1%,nt,-26%,nt,15%[57.1 µM],12%[57.1 µM],nt,nt
CC(C)OC(=O)c1c(N)n(CC2CCCO2)c2nc3ccccc3nc12 (stereo not given),3%,1%,3,-10%,-1.1,132%,177%[activator][57.1 µM],2,0.2
Cn1c(O)c(C=NCCN2CCN(C(=O)c3ccccc3)CC2)c(=O)n(C)c1=O,-1%,7%,5,-16%,0.3,-18%[57.1 µM],-24%[57.1 µM],4,0.6
O=c1[nH]c(=O)n(-c2cccc(Cl)c2)c(O)c1C=NCCN1CCCCC1,-1%,1%,-6,-4%,0.1,-3%,-5%[57.1 µM],-11,0.2
CCOP(=O)(C(NC(=O)c1ccccc1Cl)=C(Cl)Cl)c1ccccc1 (stereo not given),-13%,8%,10,-8%,-0.8,12%,-1%,-6,0.4
O=C(CN1C(=O)COc2ccccc21)N1CCC2(CC1)OCCO2,2%,2%,3,-21%,0.3,8%,-2%,3,-0.2
CC12CC1(C)C(=O)N(c1cc(Cl)cc(Cl)c1)C2=O (stereo not given),0%,-13%,nt,2%,nt,13%,-3%,nt,nt
CN(C)CCSC1c2ccccc2CSc2ccccc21 (stereo not given),-10%,6%,nt,-16%,nt,58%[activator],1%,nt,nt
O=c1[nH]c(=S)n(C2CC2)c(O)c1C=Nc1cccc(C(F)(F)F)c1,?,1%,-7,-12%,-0.6,-21%,-9%,24,-1.4
O=C(Nc1ccccc1)c1c(O)c2c(n(Cc3ccco3)c1=O)CCCC2,-1%,3%,-2,-9%,-0.2,8%,3%,5,0.1
CC(C)C(C)(NC(=O)c1cccn(Cc2ccc3c(c2)OC(F)(F)O3)c1=O)C(N)=O (stereo not given),1%,-17%,-4,-10%,1.6,-17%,4%,3,2.3
O=C1c2cccc3cccc(c23)C(=O)N1/N=C/c1c(O)n(-c2ccccc2)c(=O)[nH]c1=O,5%,1%,-3,0%,0.8,-2%[57.1 µM],-6%,-2,0.9
CC(=O)OCC12CC(OC(=O)CC(C)C)C(C)=CC1OC1C(O)C(OC(C)=O)C2(C)C12CO2 (stereo not given),-1%,4%,nt,-9%,nt,6%,6%,nt,nt
O=c1c2ccccc2nc(-c2ccoc2)n1-c1ccccc1,1%,4%,2,-2%,0.1,6%,3%,-8,-1.0
CCOc1cc(CN2CCN(C(=O)Cc3ccccc3)CC2)ccc1OC,2%,15%,0,-13%,0.0,18%,6%,4,1.4
c1ccc(CC(NCc2ccco2)c2ccccc2)cc1 (stereo not given),7%,2%,-1,-30%,-0.8,18%[57.1 µM],4%[57.1 µM],1,0.4
CCOC(=O)[C@]12Cc3cc(OC)c(OC)cc3[C@H]1N(Cc1ccccc1)C(=O)c1ccccc12,-2%,?,nt,?,nt,20%&5%,6%&-6%,nt,nt
CN1CCN(c2nc(N)c(Br)c(Cl)n2)CC1,-9%,-6%,69*,-15%,2.3,9%[2.29 µM],-2%[57.1 µM],-5,1.1
CN1CC(C(=O)c2ccc(Cl)cc2)C(c2ccc(N(C)C)cc2)C1 (stereo not given),-1%,-1%,-7,3%,0.5,-5%,-6%,-10,-0.2
O=C(c1cn(Cc2ccccc2)c2ccccc12)C1CC1,-4%,2%,13,-14%,-0.2,11%[57.1 µM],8%[57.1 µM],6,-0.1
CCOP(=S)(OCC)Oc1ccc2c(C)c(Cl)c(=O)oc2c1,1%,7%,nt,-8%,nt,17%,21%[57.1 µM],nt,nt
CC(Cc1ccsc1)NCc1cn[nH]c1-c1ccc(F)cc1F (stereo not given),-9%,7%,9,-20%,0.3,9%,3%,2,-0.5
COc1cc(/C=C2\C(=O)NC(=O)N(c3ccccc3)C2=O)c([N+](=O)[O-])cc1OC,-7%,8%,-19,-21%,0.5,7.1µM*,7%[57.1 µM],-10,0.5

Some of the entries so far, as labelled records:
c1ccc(CC(NCc2ccco2)c2ccccc2)cc1 (stereo not given)
  Pin1 inhibitor = 7% | IDH1 R132H inh = 2% | D2 antag = -1 | USP1 inh = -30% | TRHR ag = -0.8 | TrxR1 inh = 18%[57.1 µM] | TrxR1 substrate = 4%[57.1 µM] | TRHR PAM = 1 | D2 agonist = 0.4

CCOC(=O)[C@]12Cc3cc(OC)c(OC)cc3[C@H]1N(Cc1ccccc1)C(=O)c1ccccc12
  Pin1 inhibitor = -2% | IDH1 R132H inh = ? | D2 antag = nt | USP1 inh = ? | TRHR ag = nt | TrxR1 inh = 20%&5% | TrxR1 substrate = 6%&-6% | TRHR PAM = nt | D2 agonist = nt

CN1CCN(c2nc(N)c(Br)c(Cl)n2)CC1
  Pin1 inhibitor = -9% | IDH1 R132H inh = -6% | D2 antag = 69* | USP1 inh = -15% | TRHR ag = 2.3 | TrxR1 inh = 9%[2.29 µM] | TrxR1 substrate = -2%[57.1 µM] | TRHR PAM = -5 | D2 agonist = 1.1

CN1CC(C(=O)c2ccc(Cl)cc2)C(c2ccc(N(C)C)cc2)C1 (stereo not given)
  Pin1 inhibitor = -1% | IDH1 R132H inh = -1% | D2 antag = -7 | USP1 inh = 3% | TRHR ag = 0.5 | TrxR1 inh = -5% | TrxR1 substrate = -6% | TRHR PAM = -10 | D2 agonist = -0.2

Next compounds follow:
compound,Pin1 inhibitor,IDH1 R132H inh,D2 antag,USP1 inh,TRHR ag,TrxR1 inh,TrxR1 substrate,TRHR PAM,D2 agonist
Oc1cc2c(cc1CN1CCN(c3ccccc3F)CC1)OCO2,3%,10%,76*,-4%,-0.7,?,-6%[57.1 µM],0,66*
CN(C)c1ccc(/C=C2\CC3C4CC=C5CC(O)CCC5(C)C4CCC3(C)C2=O)cc1 (stereo not given),-1%,-2%,-6,-2%,-0.4,8%,-6%,-2,0.0
CCOc1cc(-c2nc3c(C)cccn3c2NCC2CCCO2)ccc1O (stereo not given),-3%,-2%,1,-10%,-0.9,19%,177%[activator],-1,-0.1
O=[N+]([O-])c1ccc(N2CCNCC2)c(Cl)c1,-6%,0%,-4,-16%,-0.1,-50%,3%[57.1 µM],4,0.4
COc1ccc(NC(=O)CN(C)C(=O)CSC(c2ccccc2)c2ccccc2)cc1,8%,-5%,0,-6%,-0.7,15%,-9%,-6,-0.2
CN1CCCN(C(=O)COc2ccccc2Br)CC1,-4%,10%,-7,-7%,0.2,6%,5%,-9,1.1
Cc1ccc2c(c1)C1CN(C)CCC1N2C(=O)Nc1cccc(Cl)c1 (stereo not given),-7%,3%,14,-5%,3.0,22%,-6%,-3,-1.2
NC(=O)C1CCN(/C=C2\C(=O)NC(=O)N(Cc3ccco3)C2=O)CC1,8%,3%,1,-16%,0.4,-3%,3%,11,1.1
C#CC[N+]1(C)C2CCC1CC(O)C2 (stereo not given),12%,13%,-5,-7%,0.8,16%,8%,2,0.5
CC1CCC(C(C)C)C(OP(N)(=O)c2ccccc2)C1 (stereo not given),-4%,6%,1,-10%,0.0,-9%,-10%,-6,0.5
C=CCn1c(O)c(C(C)=NCc2ccc3c(c2)OCO3)c(=O)[nH]c1=O,-6%,2%,-7,-18%,-0.2,6%[11.4 µM],6%[11.4 µM],-3,-0.6
CN1CC(C(=O)c2ccc(Cl)cc2)C(c2ccccc2)C1 (stereo not given),3%,-13%,-6,-9%,2.0,-3%[2.29 µM],-5%[57.1 µM],1,-0.3
CNC(=O)O/N=C(\C)Cc1nnn(-c2cc(C)on2)n1,0%,-8%,6,-5%,0.8,-7%,?,-8,0.2
CCc1cc(=O)oc2cc(C)cc(OCC(=O)N3CCC(C(=O)O)(c4ccccc4)CC3)c12,0%,4%,-16,-21%,0.3,?,144%[activator],-9,0.5
O=C(Nc1ccc(Cl)cc1)N1CC1,6%,-4%,nt,-21%,nt,-1%,-5%,nt,nt
Cc1oc(-c2ccc(Cl)cc2)nc1CS(=O)CC(=O)N1CCC2(CC1)OCCO2 (stereo not given),-1%,9%,6,-10%,0.1,50µM*,25%,-3,-0.6
O=C1NC2NC(=O)N([N+](=O)[O-])C2N1 (stereo not given),-4%,-1%,-3,-6%,1.5,11%,4%,1,-0.9
CCOc1ccc2nc(N=Nc3c(O)[nH]c(=O)[nH]c3=O)sc2c1,?,-7%,-2,-29%,-1.0,0%,-10%,19,0.0
c1ccc2[nH]c(CCNC3CCCCC3)nc2c1,-6%,-1%,-6,-29%,0.5,6%,6%,11,0.1
N=C1c2ccccc2CN1NC(=O)c1ccc(Br)o1,?,-3%,-2,-24%,0.1,29%,7%,-7,-0.1
CSc1ccccc1C(=O)C1CCCN(Cc2ccccn2)C1 (stereo not given),-1%,-10%,-5,-9%,-0.3,14%,3%,-6,0.2
O=C1NC(=O)N(Cc2ccccc2)C(=O)/C1=C/N1CCCc2ccccc21,?,-1%,11,-10%,4.3,?,3%,5,3.2
CC1CCN(CC(=O)c2ccc3c(c2)OCCO3)CC1,-2%,3%,-2,1%,0.0,-11%[57.1 µM],3%[57.1 µM],-5,2.2
O=C1C2CCN(CC2)C12CC2c1ccc(C(F)(F)F)cc1 (stereo not given),-2%,4%,10,-26%,0.1,25%[57.1 µM],10%[57.1 µM],-1,-0.7
Cn1c(=O)oc2cc(S(=O)(=O)N3CCc4ccccc43)ccc21,22%,7%,-4,-18%,2.7,15%,5%,-7,3.4
COC(=O)C1=C(c2ccc(F)cc2OCc2ccccc2)C[C@@H]2CC[C@H]1N2C(=O)NCc1ccccc1,?,13%,14,-10%,0.3,24%,-3%,-9,0.7
